# MLL CXXC-DNA inh = MLL CXXC-DNA interaction inhibition; Q03164; MLL-CXXC / FITC-HOXA9 DNA fluorescence polarization; Potency, µM (titrated, usually from 115 µM), for the others: at the highest dose activity change, negative = inhibition, actives largely listed as inhibitors; 0.037% of 290,000 active; active = well fitted inhibition curve with a large enough effect in the polarisation, with a control signal flat, not every such curve was filed as active; inconclusive = small, poorly fitted or top-dose-only effect, or effect the other way, or a change in a side signal; inactive = no such curve, though single readings can be large or run the other way; the % refers to the polarisation; also: potency is read from the fitted curve at half-maximal effect
#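 Steps: dispense CXXC domain solution (7 uM) → pin compounds or unlabeled HOX-A9 DNA control → 5 min ambient → add FLSN-HOX-A9 solution (50 nM) → spin → 30 min ambient → fluorescence polarization. Tris pH 7.5/NaCl/DTT/BSA buffer.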
# TSHR antagonist = human thyrotropin receptor antagonism; TSHR-expressing cells, TSH-stimulated cAMP HTRF, 2 h; hits give low values; activity change, negative = inhibition, % at 11.5 µM; 0.2% of 330,000 active; AID 504810;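 active = activity change below a set negative limit, meaning inhibition stronger than a set level, cut at about -70% in these data; inconclusive = activity change between two set negative limits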; also: % is scaled to controls: 0 for no effect and ±100 for the full control effect
# Target sequence (P16473 whole entry, looked up): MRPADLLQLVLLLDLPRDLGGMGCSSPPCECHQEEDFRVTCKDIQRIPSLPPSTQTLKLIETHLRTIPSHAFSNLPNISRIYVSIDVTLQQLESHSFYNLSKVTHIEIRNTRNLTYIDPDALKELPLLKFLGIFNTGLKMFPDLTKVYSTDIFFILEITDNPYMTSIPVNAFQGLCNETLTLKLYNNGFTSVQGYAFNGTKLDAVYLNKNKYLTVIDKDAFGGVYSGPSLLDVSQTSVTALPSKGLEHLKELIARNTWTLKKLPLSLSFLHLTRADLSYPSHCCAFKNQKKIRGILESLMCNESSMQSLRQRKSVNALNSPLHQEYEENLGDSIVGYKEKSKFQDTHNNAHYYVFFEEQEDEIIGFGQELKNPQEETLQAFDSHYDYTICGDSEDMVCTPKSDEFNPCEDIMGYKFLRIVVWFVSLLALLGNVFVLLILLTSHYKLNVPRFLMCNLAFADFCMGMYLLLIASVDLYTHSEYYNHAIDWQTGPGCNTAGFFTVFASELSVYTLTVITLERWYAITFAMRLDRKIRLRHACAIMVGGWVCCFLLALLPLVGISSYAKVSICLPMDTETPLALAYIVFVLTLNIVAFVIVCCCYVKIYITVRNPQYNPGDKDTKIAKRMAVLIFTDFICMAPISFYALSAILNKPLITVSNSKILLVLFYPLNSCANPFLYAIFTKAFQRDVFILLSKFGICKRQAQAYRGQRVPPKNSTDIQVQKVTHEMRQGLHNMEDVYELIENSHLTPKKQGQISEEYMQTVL
#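 TSHR-expressing cells, 200/well, pre-treated with compound, then stimulated with EC80 TSH (4nM final) for 2 hours at 37 deg C. cAMP measured by competitive HTRF: anti-cAMP cryptate antibody in lysis buffer plus cAMP-d2, read after 30 minutes at room temperature.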
# TSG101-PTAP inh = blocks PTAP/TSG101 interaction to inhibit HIV-1 budding. Q99816. Fluorescence polarization, FITC-PTAP peptide / Tsg101 binding. Potency, µM (doses to about 115 µM), for inactives: top-dose activity change, negative = inhibition, usual class: inhibitors. 340,000 tested, under 10 active. AID 493005; active = well fitted inhibition curve with a large enough effect in the main read-out, with a control signal flat, not every such curve was filed as active; inconclusive = small, poorly fitted or top-dose-only effect, or effect the other way, or a change in a side signal; inactive = no such curve, though single readings can be large or run the other way; also: potency is read from the fitted curve at half-maximal effect; % of control where 0% means no effect
#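 Fluorescence anisotropy tracks displacement of a FITC-tagged PTAP peptide (50 nM) from the Tsg101 binding domain (10 uM), following a 20 min room-temperature incubation at pH 7.5.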
# S-ASM inh = inhibitors of human secretory acid sphingomyelinase | P17405 | placental ASM, HMU-PC fluorogenic substrate, 60 min | Potency, µM (series often up to 57.5 µM), for the others: at the top dose activity change, negative = inhibition, usual class: inhibitors | 0.006% of 340,000 active | AID 504937; also: potency is read from the fitted curve at half-maximal effect
#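 Fluorescence read-out (Ex 386 nm, Em 447 nm) after stopping the reaction at pH 10. Enzyme: ASM from human placenta; substrate HMU-PC0, 9 uM final; 60 min, 37 °C. Compound preincubation 10 min, ambient temperature.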
# TCR activator = T cell receptor activation. Potency, µM (doses to about 9.22 µM), without a hit: top-dose activation of IL-2 secretion, hits mostly activators. primary human leukocytes, anti-CD3, IL-2 HTRF, 48 h. 330,000 tested, under 10 active; also: % of control where 0% means no effect
#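 Primary human leukocytes receive a-CD3 beads and test compound and are incubated 48 hr. Secreted IL-2 is then assayed by HTRF, measuring 665nm acceptor emission after 320nm excitation of the europium donor.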
# AT treatment = potential ataxia-telangiectasia treatment; […] A-T fibroblasts, KAP-1 phosphorylation AlphaLISA; neocarzinostatin DNA damage 30 min before lysis; Potency, µM (doses to about 57.5 µM), without a hit: at the highest dose activation, usual class: activators; 0.19% of 320,000 active; AID 485349; also: potency is read from the fitted curve at half-maximal effect; % of control where 0% means no effect; nearly all actives have a fitted effect of over 45% in size
#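 hTERT-immortalized A-T patient fibroblasts ([…]), 500 cells/well in OPTI-MEM, 1% FBS, got compounds for 60 min, then NCS for 30 min at 37C. Lysates were then assayed for phospho-KAP-1 by AlphaLISA (anti-pKAP1 donor, anti-KAP1 acceptor beads), 6 hr at 25C.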
# Mito fusion act = inhibitors of mitochondrial division or activators of mitochondrial fusion; S. cerevisiae fusion-defective mutant growth rescue, CellTiterGlo 48 h; Potency, µM (highest dose often 46.1 µM), for inactives: top-dose growth rescue (activation), most hits filed as activators; 0.23% of 320,000 active;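 also: potency is read from the fitted curve at half-maximal effect; % of control where 0% means no effect; nearly all actives have a fitted effect of over 45% in size; temperature-sensitive fusion mutants such as fzo1-1 at 37 °C on non-fermentable ethanol glycerol medium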
#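 Temperature-sensitive fusion-defective S. cerevisiae (e.g. fzo1-1, mgm1-5) were grown with compound in YPEG medium (3% ethanol, 3% glycerol) for 48 hours at 37C. Growth rescue was measured as viability by CellTiterGlo luminescence after 10 minutes at ambient.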
# Menin-MLL TR inh = inhibitors of human menin-MLL interaction, mutant MLL peptide; 0.23% of 270,000 active; Potency, µM (series often up to 61.6 µM), for inactives: at the highest dose FP activity change, negative = inhibition, most hits filed as inhibitors; Menin + Texas Red MLL mutant peptide, fluorescence polarization; O00255; active = well fitted inhibition curve with a large enough effect in the polarisation, with a control signal flat, not every such curve was filed as active; inconclusive = small, poorly fitted or top-dose-only effect, or effect the other way, or a change in a side signal; inactive = no such curve, though single readings can be large or run the other way; the % refers to the polarisation; also: potency is read from the fitted curve at half-maximal effect; % of control where 0% means no effect; many of its hits are not listed in these tables
# MBNL1 CUG block = inhibitors of human MBNL1 binding to CUG repeat RNA. AID 2675. Q9NR56. 0.036% of 280,000 active. TR-FRET MBNL1-His/biotin-(CUG)12 binding, 665/545 ratio. Potency, µM (top dose mostly 57.5 µM), for the others: top-dose activity change, negative = inhibition, hits mostly inhibitors; active = well fitted inhibition curve with a large enough effect in the signal ratio, with a control signal flat, not every such curve was filed as active; inconclusive = small, poorly fitted or top-dose-only effect, or effect the other way, or a change in a side signal; inactive = no such curve, though single readings can be large or run the other way; the % refers to the signal ratio; also: potency is read from the fitted curve at half-maximal effect; % is scaled to controls: 0 for no effect and ±100 for the full control effect
#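 TR-FRET readout: Ex 340 nm, 665/545 nm emission ratio, normalized to buffer-only (basal) and MBNL1-(CUG)12 controls. Complex of MBNL1-His with Biotin-(CUG)12, compounds 92 nM–58 uM, incubated 60 min at room temperature.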
# a7 integrin act = integrin-mediated muscular dystrophy alleviation activation; alpha7betagal myoblasts, beta-gal FDG fluorescence, 48 h; 0.064% of 350,000 active; Potency, µM (highest dose often 38.3 µM), inactives show at the highest dose activation, usual class: activators;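 also: potency is read from the fitted curve at half-maximal effect; 100% = response of the positive control SU9516; nearly all actives have a fitted effect of over 60% in size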
#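 Alpha7betagal+/- myoblasts (passage 13) were plated 16-24 hr, then exposed to compounds (1:260 dilution of DMSO stock) for 48 hours at 37C. After MPER lysis, β-galactosidase reporter activity was read as FDG fluorescence (ex 480/em 540) after 30 minutes.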
# Numbers without * were called inactive; u = inconclusive; x = no result given; [ ] = another dose, or the depositor's remark. Unless noted, calls follow the shape of the dose curve; as a rule, active = well fitted curve in the direction sought with a large enough effect; inconclusive = small, poorly fitted or top-dose-only effect, or another doubt; inactive = no such curve, though single readings can be large; an effect the other way counts as inactive or inconclusive. This is a subset. The share of hits here may be higher or lower than overall.
SMILES,MLL CXXC-DNA inh,TSHR antagonist,TSG101-PTAP inh,S-ASM inh,TCR activator,AT treatment,Mito fusion act,Menin-MLL TR inh,MBNL1 CUG block,a7 integrin act
COc1cccc(NC(=O)c2c(C)nn(-c3ccccc3)c2Cl)c1,0.3%,-10.7,-1.4%,-3.5%,-5.1%,5.6%,4.4%,-8.6%,1.6%,0.0%
O=C(c1nc2ccccc2s1)N1CCN(c2ccccn2)CC1,4.7%,-1.7,-0.2%,1.8%,3.3%,0.6%,1.7%,-7.9%,-18.3%,8.8%
COc1ccc(N2CCN(CC(O)COc3ccccc3[N+](=O)[O-])CC2)cc1 (stereo not drawn),6.5%,14.7,-0.8%,-0.3%,-2.3%[46.1 µM],2.8%,-4.2%,-9.0%,x,4.1%
COc1cc(C(C)=O)ccc1Oc1cc(NN2CCCCC2)c([N+](=O)[O-])cc1[N+](=O)[O-],8.8%,-10.6,-5.0%,-0.9%,-0.8%,-0.4%,1.9%,12.9%,0.0%,-12.8%
CCNc1nc(CN2CCCCC2)nc2scc(-c3ccccc3)c12,1.6%,-1.3,-2.6%,-0.1%,-7.1%[46.1 µM],1.1%,-23.2%,-22.5%,5.5%,-48.9%[inhibitor]
O=C1N[C@H]2CC=C[C@H]2N(Cc2cccs2)c2ccccc21,x,-21.1,-0.4%,1.6%,-5.4%[46.1 µM],-1.1%[11.5 µM],x,x,x,-12.0%
O=S(=O)(c1ccc(NC(=S)NCCC(c2ccccc2)c2ccccc2)cc1)N1CCOCC1,2.0%,-12.5,-0.1%,-9.0%,2.2%[46.1 µM],-3.1%,6.8%,u,x,-40.5%
Cc1ccc(NC(=O)CSCC(=O)N2CCOCC2)cc1,1.7%,2.5,-5.3%,-1.9%,4.0%[46.1 µM],1.6%,-2.8%,-12.3%,u,0.1%
CS(=O)(=O)N(CC(=O)Nc1ccccc1Sc1ccccc1)C1CCCCC1,-0.9%,-14.3,-9.0%,-11.3%,-5.4%,0.2%,u,8.0%,-17.0%,8.2%
COc1cc(OC)c(NC(=O)Cn2cnc3sc(C)c(S(=O)(=O)N4CCOCC4)c3c2=O)cc1Cl,6.4%,-97.2*,-6.1%,-6.7%,1.9%,-5.1%,-3.6%,0.3%,-7.8%,14.7%
CCC(=O)Nc1cc(C(=O)NCC2CCCN2CC)c(OC)cc1N(C)C (stereo not drawn),1.3%,-1.9,-9.9%,3.2%,6.0%,13.2%,1.3%,-15.2%,-2.7%,-11.2%[7.66 µM]
CC(=O)Nc1ccc(S(=O)(=O)N2CCN(CCCOc3cc(C)ccc3C)CC2)cc1,0.4%,-5.9,0.0%,0.3%,x,0.1%,9.8%,59.5%[activator],6.5%,-29.3%[7.66 µM]
O=C(Cc1cccs1)Nc1ccccn1,-5.8%,4.4,-4.0%,3.5%,7.7%,-2.9%,0.1%,20.7%,7.5%,-16.3%
CSc1ccc(Cc2ccc(Cl)cc2Cl)nn1,1.4%,22.2,-7.0%,1.2%,1.3%,4.9%,0.7%,9.4%,7.4%,-5.7%
O=C(N=C1SC2CS(=O)(=O)CC2N1c1ccc(F)c(Cl)c1)C1CC1 (stereo not drawn),1.9%,11.6,0.0%,7.8%,5.2%,-9.6%,-4.7%,x,3.1%,u
Cn1c(=O)[nH]c(=O)c2cc(C(=O)c3cc(F)ccc3O)cnc21,7.1%,-0.7,-3.2%,23.3%,x,4.5%,5.8%,-7.8%,4.5%,-20.7%
COc1cc(C(=O)NNC2=NC(C)(C)Cc3cc(C)c(C)cc32)cc(OC)c1OC,4.2%,3.3,-2.2%,-2.4%,-0.2%[46.1 µM],2.6%,-1.7%,-9.0%,u,4.8%
Cc1ccc(C)n1-c1sc2c(c1C#N)CCC(C)C2 (stereo not drawn),0.1%,1.1,-0.1%,-5.5%,-16.1%,-5.1%,-0.1%,0.9%,-11.3%,-30.6%
CSc1ccccc1C(=O)Nc1ncc(C)s1,-4.2%,-2.5,-4.6%,-0.7%,4.8%,4.4%,-0.6%,11.6%,-2.0%,5.3%
Nc1nc(SCC(=O)NCc2ccc(F)cc2)[nH]c(=O)c1NC(=O)c1ccc(Cl)cc1,14.1%,-3.3,1.8%,-0.8%,4.7%[46.1 µM],5.5%,-5.3%,-26.6%,-13.0%,18.4%
O=C(NCc1ccncc1)C12CC3CC(CC(Cl)(C3)C1)C2,5.7%,-3.2,-1.4%,1.7%,6.8%,-3.3%,11.0%,x,4.0%,12.9%
CCCNC(=O)OC[C@H]1O[C@H](CCO/N=C/c2ccc(C(=O)N3[C@H](c4ccc(C)cc4)[C@@H](C)CC[C@H]3C(=O)OC)cc2)C=C[C@@H]1Oc1ccc(OC)cc1,3.8%,10.4,x,x,x,10.8%,9.0%,-0.8%,-12.6%,x
CCCCCOc1ccc(C(=O)Nc2ccc(N3CCOCC3)cc2N2CCOCC2)cc1,x,11.6,-2.3%,u,0.0%,-1.5%,3.2%,x,x,-38.3%[inhibitor]
Cc1ccccc1-c1nc2sc3c(c2c(=O)o1)CCC3,5.0%,-14.1,-8.3%,-1.4%,-3.5%[46.1 µM],4.6%,-0.9%,-4.3%,-9.6%,18.9%
COc1ccc2c(c1OC)C(=O)OC2Nc1nc(-c2cc3cc(Br)ccc3oc2=O)cs1 (stereo not drawn),-10.8%,0.5,0.8%,-1.8%,2.8%,-4.2%,u,x,u,14.5%

# The last 3 records of the part before are carried over, then new ones follow:
SMILES,MLL CXXC-DNA inh,TSHR antagonist,TSG101-PTAP inh,S-ASM inh,TCR activator,AT treatment,Mito fusion act,Menin-MLL TR inh,MBNL1 CUG block,a7 integrin act
CCCCCOc1ccc(C(=O)Nc2ccc(N3CCOCC3)cc2N2CCOCC2)cc1,x,11.6,-2.3%,u,0.0%,-1.5%,3.2%,x,x,-38.3%[inhibitor]
Cc1ccccc1-c1nc2sc3c(c2c(=O)o1)CCC3,5.0%,-14.1,-8.3%,-1.4%,-3.5%[46.1 µM],4.6%,-0.9%,-4.3%,-9.6%,18.9%
COc1ccc2c(c1OC)C(=O)OC2Nc1nc(-c2cc3cc(Br)ccc3oc2=O)cs1 (stereo not drawn),-10.8%,0.5,0.8%,-1.8%,2.8%,-4.2%,u,x,u,14.5%
O=C(CN1C(=O)COc2ccc(Cl)cc21)Nc1ccc2c(c1)OCCO2,-0.2%,2.1,1.3%,-1.6%,-0.2%,-7.1%,18.0%,29.7%,-4.4%,16.4%
NS(=O)(=O)c1ccc(N/N=C/c2ccc[nH]2)c([N+](=O)[O-])c1,4.4%,-21.3,-6.1%,-8.0%,11.3%,-10.3%,-2.3%,x,u,28.2%
Cc1ccc(N=C2CCCCCN2C)c(C#N)c1,2.7%,41.7,-3.0%,7.9%,-5.9%[46.1 µM],0.4%,-2.6%,-1.4%,-5.6%,2.4%
O=C(Nc1cc(S(=O)(=O)N2CCOCC2)ccc1Oc1ccc(F)cc1)C1=COCCO1,x,-1.2,-2.2%,-0.5%,3.6%,-0.1%,3.9%,x,x,14.5%
Cc1ccc(C2C(C#N)=C(N)Oc3nc(-c4ccccc4)[nH]c32)o1 (stereo not drawn),1.0%,-10.9,-4.7%,-5.4%,0.2%,-6.8%,-1.9%,-2.0%,1.3%,-26.6%
Cc1cc(SCC(=O)OCC(=O)NCc2ccc3c(c2)OCO3)c(C)cc1Br,15.2%,9.3,-8.8%,-2.4%,5.1%[46.1 µM],1.4%,0.3%,-13.0%,6.3%,3.3%
CCOc1ccc(NC(=O)CS(=O)CC(=O)NC2CCCc3ccccc32)cc1 (stereo not drawn),5.9%,9.9,0.5%,0.9%,x,-28.3%,3.1%,3.8%,0.3%,0.4%
Cc1ccc(NC(=O)CN(C)CCOc2ccccc2)c([N+](=O)[O-])c1,-11.8%,2.4,-0.4%,-12.8%,1.4%,5.2%,15.4%,-23.3%,u,28.6%
CC(=O)c1ccc(OC(C)C)c(CN2CCCCC2)c1,-6.4%,4.8,-1.4%,1.9%,-2.1%,0.7%,-1.8%,u,0.7%,-32.6%[inhibitor]
COc1ccc(/C=C/C(=O)NCC(=O)N/N=C/c2cccs2)cc1,2.4%,-10.3,-3.7%,x,8.5%,1.4%,1.7%,6.6%,13.2%,1.4%

# From PubChem
